Bioassay records deposited in PubChem BioAssay by The Scripps Research Institute Molecular Screening Center.
GSTO1 counter = GSTO1 inhibition, counter-screen for RBBP9 inhibitors. hit rate 1.1% among 300,000. recombinant GSTO1, activity-based probe fluorescence polarization. AID 1974. inhibition, % at 5.96 µM. P78417;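 active means inhibition above the campaign mean inhibition plus 3 SD, cut at about 35% in these data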;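 further: 0% = GSTO1-1 with DMSO and 100% = wells lacking GSTO1-1 enzyme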
Target sequence (P78417 whole entry, looked up): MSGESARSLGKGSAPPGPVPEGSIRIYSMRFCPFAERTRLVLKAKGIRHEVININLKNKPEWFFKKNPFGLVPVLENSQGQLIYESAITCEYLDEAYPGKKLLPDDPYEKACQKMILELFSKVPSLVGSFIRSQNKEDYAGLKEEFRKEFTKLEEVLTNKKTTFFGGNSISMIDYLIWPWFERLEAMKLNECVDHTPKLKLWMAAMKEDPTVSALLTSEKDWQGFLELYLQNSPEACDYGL
pPAFAH FP inh = inhibitors of human plasma PAF acetylhydrolase (pPAFAH); Q13093; recombinant pPAFAH, FP-rhodamine probe fluorescence polarization; inhibition, % at 3.39 µM; hit rate 1.5% among 330,000;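 active means inhibition above the mean inhibition across the screen plus 3 SD, cut at about 25% in these data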;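 further: inhibitors block binding of the rhodamine activity-based probe so polarization drops; 0% = enzyme with DMSO and 100% = wells lacking pPAFAH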
PAFAH1B3 FP inh = blocks human PAF acetylhydrolase 1B catalytic subunit 3; inhibition, % at 3.39 µM; hit rate 0.28% among 340,000; Q15102; recombinant PAFAH1B3, FP-rhodamine probe, fluorescence polarization;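 active means inhibition above the screen-wide average of all tested compounds plus 3 SD, cut at about 25% in these data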;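 further: 0% = enzyme with DMSO only and 100% = wells lacking PAFAH1B3 protein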
Target sequence (Q15102 whole entry, looked up): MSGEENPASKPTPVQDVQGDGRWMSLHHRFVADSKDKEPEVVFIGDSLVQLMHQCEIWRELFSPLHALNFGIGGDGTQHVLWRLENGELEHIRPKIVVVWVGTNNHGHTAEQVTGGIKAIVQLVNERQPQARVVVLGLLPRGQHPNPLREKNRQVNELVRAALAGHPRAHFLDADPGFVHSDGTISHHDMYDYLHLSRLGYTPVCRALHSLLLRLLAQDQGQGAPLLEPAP
PAFAH2 FP inh = PAFAH2 (human) inhibition; inhibition, % at 3.39 µM; recombinant PAFAH2, FP-rhodamine activity probe, fluorescence polarization; hit rate 0.99% among 340,000; AID 492956; Q99487;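 active means inhibition above the mean over all tested compounds plus 3 SD, cut at about 30% in these data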;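 further: inhibitors block probe labeling of enzyme so polarization drops; 0% = enzyme with DMSO and 100% = wells lacking PAFAH2 protein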
PREPL inhibitor = inhibits the human prolyl oligopeptidase-like enzyme | hit rate 0.68% among 320,000 | recombinant PREPL, fluorescence polarization activity-based probe | inhibition, % at 5.96 µM | AID 2751 | Q4J6C6; in the data active means inhibition above about 43%;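 further: 0% = enzyme with DMSO and 100% = wells lacking enzyme; many of its hits are not listed in these tables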
LYPLA1 inh = blocks human lysophospholipase 1, a PME1 counter-screen | O75608 | recombinant LYPLA1, FP-Rh probe fluorescence polarization | inhibition, % at 5.9 µM | hit rate 0.16% among 320,000 | AID 2174;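 active means inhibition above the mean of all tested compounds plus 3 SD, set per campaign, cut at about 14% in these data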;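 further: inhibitors block serine hydrolase probe labeling of LYPLA1 so polarization falls; 0% = enzyme with DMSO and 100% = wells lacking LYPLA1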
Target sequence (O75608 whole entry, looked up): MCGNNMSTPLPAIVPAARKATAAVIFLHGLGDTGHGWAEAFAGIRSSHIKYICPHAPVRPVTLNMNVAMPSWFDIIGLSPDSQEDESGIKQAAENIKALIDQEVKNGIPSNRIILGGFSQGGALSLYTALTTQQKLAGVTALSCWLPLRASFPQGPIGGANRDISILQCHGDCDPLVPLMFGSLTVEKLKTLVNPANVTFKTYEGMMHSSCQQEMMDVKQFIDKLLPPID
LYPLA2 inh = blocks human lysophospholipase 2, a PME1 counter-screen. hit rate 0.38% among 320,000. recombinant LYPLA2, FP-Rh probe fluorescence polarization. inhibition, % at 5.9 µM. AID 2177. O95372;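 active means inhibition above the screen-wide mean plus 3 SD, limit set per campaign, cut at about 26% in these data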;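 further: 0% = LYPLA2 with DMSO and 100% = wells lacking LYPLA2 enzyme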
Target sequence (O95372 whole entry, looked up): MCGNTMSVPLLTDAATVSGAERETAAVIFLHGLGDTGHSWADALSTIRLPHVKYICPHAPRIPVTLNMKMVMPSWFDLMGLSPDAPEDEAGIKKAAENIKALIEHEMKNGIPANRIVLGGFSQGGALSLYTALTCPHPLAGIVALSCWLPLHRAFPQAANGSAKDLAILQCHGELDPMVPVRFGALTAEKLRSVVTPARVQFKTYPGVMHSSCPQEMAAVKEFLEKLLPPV
PAD4 inh = inhibitors of human PAD4; Q9UM07; recombinant PAD4, RCA probe fluorescence polarization; inhibition, % at 6.36 µM; hit rate 0.41% among 330,000;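 active means percent inhibition above a cutoff equal to the mean of all tested compounds plus 3 SD, cut at about 15% in these data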;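 further: 0% = PAD4 with RCA probe and DMSO and 100% = probe without PAD4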
PAFAH1B2 inh = blocks human PAF acetylhydrolase 1b catalytic subunit 2; P68402; inhibition, % at 3.39 µM; hit rate 1.2% among 340,000; AID 492953; recombinant PAFAH1B2, FP-rhodamine activity probe, fluorescence polarization;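 active means inhibition above the mean of all tested compounds plus 3 SD, cut at about 24% in these data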;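 further: 0% = enzyme with DMSO and 100% = wells lacking PAFAH1B2; many of its hits are not listed in these tables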
Starred values were filed as active, the others as inactive; x = not tested or not shown. Some of the compounds tested; count on the stated rates, not on these rows.

SMILES	GSTO1 counter	pPAFAH FP inh	PAFAH1B3 FP inh	PAFAH2 FP inh	PREPL inhibitor	LYPLA1 inh	LYPLA2 inh	PAD4 inh	PAFAH1B2 inh
C1CCN(Cc2nnnn2CC2CCCO2)CC1 (centres undefined)	-1	2	4	0	-2	-1	9	-3	4
CC(C)Oc1ccc(C(=O)NCCCNC(=O)c2ccccn2)cc1	4	2	8	-6	13	0	5	-6	5
Cc1cnc(NC(=O)C2CCC(C(C)(C)C)CC2)s1 (centres undefined)	10	-7	-6	-4	12	-4	-4	2	2
CN(C(=O)COC(=O)CCCN1C(=O)c2cccc3cccc(c23)C1=O)C1CCS(=O)(=O)C1 (centres undefined)	-9	6	2	3	9	0	5	-1	0
Cc1nnc(SCC(=O)N2CCOCC2)c2ccccc12	7	8	0	-10	19	6	3	14	0
CCCc1nnc2c(N(C)S(=O)(=O)c3ccc(C)cc3)nc3ccccc3n12	4	-8	3	8	-4	-5	-2	-9	0
COC(=O)c1ccc(NC(=O)CN2CCN(CCO)CC2)cc1	6	6	5	1	5	1	5	-4	-6
Cc1nc2ccc(NC(=O)NCCCO)cc2s1	5	0	10	5	6	-4	0	-2	-1
O=S(=O)(c1ccc(=S)[nH]c1)N1CCCCC1	x	-6	7	5	10	-2	-8	1	4
CCC(=O)Nc1nc2n(n1)C(c1ccc(OC)cc1)C=C(c1ccccc1)N2 (centres undefined)	5	1	x	x	-8	2	-5	-5	x
COCCCNC(=O)c1ccc2nc(Cc3ccc(OC)cc3)oc2c1	5	2	10	4	-8	4	-2	2	1
Cc1nc(C)c(C(=O)NNS(=O)(=O)c2ccccc2)s1	9	2	1	3	10	-4	-1	3	-2
CCc1cc(C(=O)Nc2cc(S(=O)(=O)N(CC)CC)ccc2N2CCN(C)CC2)sc1C	-3	8	-1	1	1	0	1	-4	3
CC(=O)c1cccc(NC(=O)C(OC(=O)c2cccs2)c2ccccc2)c1 (centres undefined)	-3	3	0	-14	-4	-11	-5	3	-7
O=C(NN1C(=O)NC2(CCCCC2)C1=O)c1ccc(-c2ccc([N+](=O)[O-])cc2)o1	-1	11	5	2	0	0	2	5	0
CNC(=O)c1cc(S(=O)(=O)N(C)C)ccc1Cl	8	3	4	0	12	-3	6	-2	5
CCCc1ccc(C(=O)Cn2nc(C(=O)O)c3ccccc3c2=O)cc1	24	-3	7	-1	16	-1	3	1	0
O=C(NCc1ccc(Cl)cc1)C1CCCN(c2ncnc3c2nc2n3CCCCC2)C1 (centres undefined)	1	-1	1	-11	14	-2	-6	4	0
CC1c2cc3c(cc2CCN1C(=O)c1ccc(Br)cc1)OCCCO3 (centres undefined)	1	-2	5	0	6	2	7	-2	2
CCOc1ccc(-c2noc(CCCC(=O)NC3CCCCC3)n2)cc1OC	-4	6	2	-14	-9	-2	3	-4	4
CCOC(=O)c1ccc(NC(=O)c2ccc3c(c2)C(=O)N(Cc2cccnc2)C3=O)cc1	13	3	-1	-4	12	3	41*	-1	1
CC(C)C(Nc1ncnc2c1oc1ccccc12)C(=O)O (centres undefined)	0	0	5	-2	3	1	2	0	2
CSc1nc(N2CCN(C)CC2)c2c(c1C#N)CC(C)(C)OC2	-5	-1	-3	7	9	0	2	1	0
COc1ccc(CNC(=O)CC(C)CC2=NS(=O)(=O)c3ccccc3N2)cc1 (centres undefined)	2	-3	4	3	-3	-2	-2	-2	-3
CC(C)(C)NC(=O)/C(=C\c1ccc(Br)cc1)NC(=O)c1cccs1	-8	9	9	-2	-1	-2	0	-3	3
Going on with the list.
SMILES	GSTO1 counter	pPAFAH FP inh	PAFAH1B3 FP inh	PAFAH2 FP inh	PREPL inhibitor	LYPLA1 inh	LYPLA2 inh	PAD4 inh	PAFAH1B2 inh
COc1ccc(CCNC(=O)c2ccc(CS(=O)Cc3ccc(C)cc3)o2)cc1OC (centres undefined)	2	2	10	5	15	-2	5	-1	4
c1ccc(C2c3[nH]c4ccccc4c3CCN2Cc2cccn2-c2cccnc2)nc1 (centres undefined)	9	1	10	6	-7	2	0	-1	3
CC(CN(C)Cc1ccccc1)OC(=O)c1ccc(F)cc1 (centres undefined)	-4	-1	5	-8	-11	0	4	-1	0
Cc1ccccc1OCC(=O)OCn1nnc2ccccc2c1=O	3	5	-2	-2	1	-4	-7	-3	4
c1cncc(CNc2ncnc3sccc23)c1	6	0	7	2	0	-5	-13	-6	1
Cc1ccc(NC(=O)CCNS(=O)(=O)c2ccc3[nH]c(=O)oc3c2)cc1C	7	-2	1	-2	-13	0	-3	-4	-1
C=CCn1c(SCc2ccc(C(=O)O)cc2)nc2sc(C)c(C)c2c1=O	-1	6	1	-2	-2	-1	43*	-3	1
O=C1CCCN1CCCNc1ncnc2c1[nH]c1ccccc12	1	7	2	1	13	0	3	1	1
NS(=O)(=O)c1ccc(N/C=C/C(=O)c2ccc(Br)cc2)cc1	1	9	4	3	1	3	7	-3	-2
Cc1ccc2sc(-c3ccc(NC(=O)CCN4C(=O)c5ccccc5C4=O)cc3)nc2c1	-2	9	x	x	19	1	0	4	x
COc1ccc(C(=O)Oc2cccc(/C=N/NC(N)=S)c2)cc1	-2	1	-10	5	45*	4	23	2	-5
Cc1ccc(S(=O)(=O)N2CCOCC2)cc1C(=O)Nc1ccccc1N1CCCC1	-2	4	16	5	3	-3	-2	-3	5
CN1CCN(NC(=O)c2cn(-c3ccccc3)nc2-c2ccc(OC(F)F)cc2)CC1	-2	5	7	-3	9	1	1	-2	-5
Cc1ccc(OCC(=O)Nc2ccc(S(=O)(=O)Nc3onc(C)c3C)cc2)cc1	-2	-5	-3	-7	5	0	-5	-6	4
CCN(CC)CCCN(C(=O)c1ccc(OC)cc1)c1nc(-c2ccc(OC)cc2)cs1	-2	-3	1	4	-19	0	4	-1	-5
C=CCn1c(-c2sc(-c3ccccc3)nc2C)n[nH]c1=S	7	-5	4	-3	-1	0	-1	-1	2
CNc1nc(OCC#N)nc(N2CCCCC2)n1	-2	7	7	-1	5	-3	3	-4	2
CSc1nnc(C)c(/C=C/Nc2ccc(C)cc2)n1	-3	4	-1	8	21	4	4	-7	1
CS(=O)(=O)c1ccccc1C(=O)Nc1ccccc1Cc1ccccc1	5	7	-2	2	-8	-2	4	-2	11
Cc1cc(S(=O)(=O)N2CCN=C2c2ccccc2)ccc1F	0	3	3	0	9	2	5	-2	6
N#CCCN1CCN(S(=O)(=O)c2ccc(C#N)cc2)CC1	-5	1	-2	6	-5	2	9	0	-1
COc1ccc(-c2c(C)nn3c(N4CCC5(CC4)OCCO5)cc(C)nc23)cc1OC	-1	2	10	4	10	2	-1	-3	-2
COc1ccc(OC)c(S(=O)(=O)N2CCCc3ccccc32)c1	7	-1	2	7	1	5	13	3	5
CC(O)CNc1nc2ccccc2n1-c1ncnc2sc3c(c12)CCC3 (centres undefined)	-13	5	5	-8	8	4	1	-1	3
NC(=O)c1sc2nnc(-c3ccccc3)c(-c3ccccc3)c2c1N	2	2	-5	3	8	1	1	-1	8
(more compounds)
SMILES	GSTO1 counter	pPAFAH FP inh	PAFAH1B3 FP inh	PAFAH2 FP inh	PREPL inhibitor	LYPLA1 inh	LYPLA2 inh	PAD4 inh	PAFAH1B2 inh
CN(C1CCCC1)C1CCN(C(=S)Nc2cc(F)cc(F)c2)CC1	-4	7	9	6	8	-4	4	1	-1
COc1ccc(CN=CC2=C(O)CNC2=O)cc1	-3	2	10	1	6	2	2	0	5
CCOC(=O)c1cc2c(C(F)(F)F)cc(-c3ccccc3)nc2o1	-1	10	-2	-8	6	-3	0	0	-1
COc1cccc(-n2sc3c(c2=S)-c2cc(OC)ccc2NC3(C)C)c1	-34	16	3	3	6	4	8	-2	3
O=c1[nH]nc2c3ccccc3cnn12	9	6	4	-3	16	1	-1	-2	-2
CCOC(=O)c1cccc(NC(=S)NC(=O)c2cccnc2)c1	4	3	10	1	-6	0	2	3	4
N#Cc1c(N)sc2c1CCN(CCc1ccccc1)C2	5	7	7	-7	31	1	3	-13	-2
CC(=O)N1CCN(c2ccc(S(C)(=O)=O)cc2[N+](=O)[O-])CC1	9	2	2	8	16	3	7	0	0
Cc1[nH]c2ccccc2c1/C=C/C(=O)c1ccncc1	5	9	-2	-10	-1	2	-6	-3	4
CCN(c1ccccc1)S(=O)(=O)c1cccc(C(=O)N2CCN(S(=O)(=O)c3ccccc3)CC2)c1	-1	5	5	4	12	2	1	-3	16
CC(C)(C)n1ncc2c(=O)n(CC(=O)NCc3ccccc3)cnc21	2	2	-4	3	4	1	7	-2	-2
Cc1ccccc1C(C(=O)NC1CCCCC1)N(C(=O)c1ccccn1)c1cccnc1 (centres undefined)	-3	1	7	-1	8	6	11	-3	2
O=C(CSc1ncccn1)N/N=C/c1cccc([N+](=O)[O-])c1	-2	-1	9	-2	11	3	14	-2	2
O=C(c1cc(Br)ccc1O)N1CCN(S(=O)(=O)Cc2ccccc2)CC1	x	11	4	1	7	1	6	4	2

13 entries from above, arranged by formula weight, descending:
SMILES	GSTO1 counter	pPAFAH FP inh	PAFAH1B3 FP inh	PAFAH2 FP inh	PREPL inhibitor	LYPLA1 inh	LYPLA2 inh	PAD4 inh	PAFAH1B2 inh
CCN(c1ccccc1)S(=O)(=O)c1cccc(C(=O)N2CCN(S(=O)(=O)c3ccccc3)CC2)c1	-1	5	5	4	12	2	1	-3	16
O=C(c1cc(Br)ccc1O)N1CCN(S(=O)(=O)Cc2ccccc2)CC1	x	11	4	1	7	1	6	4	2
Cc1ccccc1C(C(=O)NC1CCCCC1)N(C(=O)c1ccccn1)c1cccnc1 (centres undefined)	-3	1	7	-1	8	6	11	-3	2
COc1cccc(-n2sc3c(c2=S)-c2cc(OC)ccc2NC3(C)C)c1	-34	16	3	3	6	4	8	-2	3
CC(O)CNc1nc2ccccc2n1-c1ncnc2sc3c(c12)CCC3 (centres undefined)	-13	5	5	-8	8	4	1	-1	3
CN(C1CCCC1)C1CCN(C(=S)Nc2cc(F)cc(F)c2)CC1	-4	7	9	6	8	-4	4	1	-1
NC(=O)c1sc2nnc(-c3ccccc3)c(-c3ccccc3)c2c1N	2	2	-5	3	8	1	1	-1	8
CC(C)(C)n1ncc2c(=O)n(CC(=O)NCc3ccccc3)cnc21	2	2	-4	3	4	1	7	-2	-2
CCOC(=O)c1cc2c(C(F)(F)F)cc(-c3ccccc3)nc2o1	-1	10	-2	-8	6	-3	0	0	-1
CCOC(=O)c1cccc(NC(=S)NC(=O)c2cccnc2)c1	4	3	10	1	-6	0	2	3	4
CC(=O)N1CCN(c2ccc(S(C)(=O)=O)cc2[N+](=O)[O-])CC1	9	2	2	8	16	3	7	0	0
O=C(CSc1ncccn1)N/N=C/c1cccc([N+](=O)[O-])c1	-2	-1	9	-2	11	3	14	-2	2
N#Cc1c(N)sc2c1CCN(CCc1ccccc1)C2	5	7	7	-7	31	1	3	-13	-2
